West Nile virus CPE: West Nile virus antiviral activity, cell-based, CPE readout (AID 1621); West Nile virus-infected cells, CPE inhibition; higher % means a stronger effect; CPE inhibition, % at 10 µM; hits with a dose series show IC50 in µM; 0.02% of 290,000 active; in the data active means a potency from the dose series; further: strong numbers were not always called active
Ins promoter up: insulin promoter activators in MIN6 cells, imaging, high-content screening, mouse beta cells | AID 1625, 2009 | MIN6 insulin promoter-GFP reporter; stronger effect = higher value | 0.3% of 190,000 active | z-score at 5 µM;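 active means z-score above 3 at 5 µM with at least 500 cells counted in the well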
Autophagy mod: autophagy modulators in MEF cells, primary screen, imaging, high-content, MEF GFP-LC3; MEF GFP-LC3 puncta imaging; test concentration mostly 10 µM; calls only at 10 µM (by protocol); 0.98% of 190,000 active;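 active means percentage of spot-positive cells more than 3 SD above its plate mean, without a fluorescence outlier flag or 80% toxicity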;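 further: spot-positive cell cutoff set from DMSO-treated cells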
Myeloid diff MLP: induction of myeloid progenitor differentiation, primary screen, cell-based, flow cytometry, MLPCN library. ER-HoxA9 myeloid progenitors, lysozyme-GFP differentiation. calls only at 10 µM. 1% of 360,000 active. AID 624256, 2012;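 active means normalized GFP-positive differentiation at or above the plate's own cutoff, the solvent-only control mean plus 3 SD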;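 further: cells exposed to compound for four days before flow analysis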
MT stabilizer: microtubule stabilizers in HeLa cells, primary screen, imaging, high-content imaging; HeLa tubulin immunostaining HCS, 24 h; share of cells brighter than vehicle mean+2SD; AID 2205, 2009; % tubulin-high responders, % at 10 µM; 0.83% of 200,000 active;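 active means plate Z-score above 3 for both tubulin-high and condensed-nucleus cell shares, with cell loss under 80%, at 10 µM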;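 further: anti alpha tubulin signal scored within the nucleus-defined area of each cell; some results filed as inactive read as strong as hits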
WT yeast gro inh: growth inhibition of WT strain, primary screen, mitochondrial fusion inhibitor project, WT and mutant strains, chemical genetic; mitochondrial fusion phenotypic screen; inhibition, % at 10 µM; 2.1% of 190,000 active; in the data active means inhibition above about 58%; tested in S. cerevisiae
T cell HTS: modulators of CD8 T cell-vesicle binding, primary screen, mouse 2C CD8+ T cells, flow cytometry | 2C CD8+ T cell-vesicle binding; stronger effect = lower value | calls only at 7 µM | 0.068% of 330,000 active | AID 2052, 2009;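 active means response, share of CD8 T cells binding vesicles, and their 90th percentile fluorescence all below set limits, cut at about 80% in these data, passing the limit was not always enough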
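Also added: QL9-peptide-loaded Drosophila micro-vesicles bearing Ld, ICAM-1 and B7-1; Test system: purified 2C TCR transgenic mouse naive CD8+ T cells; Measured by: cytometric PE anti-B7-1 and Alexa647 anti-CD8 signals after 1% paraformaldehyde fixation; Timing: binding step 1.5 h, 37 °C, antibody labelling 20 min, ice.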
Hep lipid drop: inhibitors of hepatocyte lipid droplet formation, primary screen, imaging, high-throughput imaging, BODIPY stain; AML12 mouse hepatocytes, oleate lipid droplets; inhibition, % at 6.5 µM; 0.4% of 240,000 active;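 active means lipid droplet intensity inhibited by at least 50%, with more than 500 cells counted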
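Test system: AML12 mouse liver cells; schedule: overnight exposure; technique: high-content imaging of BODIPY-stained droplets and DAPI nuclei; read-out: % inhibition of corrected integrated BODIPY droplet signal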
b-catenin transl: modulators of beta-catenin nuclear translocation, primary screen, imaging, HeLa cells, immunofluorescence, high-content | 0.3% of 190,000 active | nuclear translocation activity, % at 5 µM;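 active means nuclear translocation activity above 50% at 5 µM, with a well cell count of 50 or more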;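 further: per-cell ratio of nuclear to cytoplasmic median beta-catenin stain intensity; plate controls were DMSO negative control for no effect and GSK-3 inhibitor IX positive control for full effect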
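Test system: human HeLa cell line; Doses: 5 µM primary, 0.02–20 µM confirmation; Incubation: 24 h compound exposure, 37°C; Detection: beta-catenin immunofluorescence imaging with DAPI; Read-out: beta-catenin nuclear/cytoplasmic ratio, % activation.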
WT yeast gro inh mutant strain: second read-out of WT yeast gro inh, no call of its own (marks repeat the call); inhibition, %; mitochondrial fusion phenotypic screen, mutant strain inhibition
Ins promoter up cell count: second read-out of Ins promoter up, no call of its own (marks repeat the call); cell count; measured here: cytotoxicity, nuclei count;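 total cells summed across four imaged fields per well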
Hep lipid drop cells 6.5 µM: also measured in Hep lipid drop; calls as there; cell count; measured here: cell count, cytotoxicity flag;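 cells counted across two imaged fields per well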
b-catenin transl cell count 5 µM: also measured in b-catenin transl; calls as there; cell count; measured here: cell count, cytotoxicity flag
T cell HTS vesicle-bound %: recorded beside T cell HTS, whose call it bears; double positive events, %; measured here: CD8+ vesicle-bound cell fraction;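 binding gate set so that unloaded-vesicle control wells show 10% double positive cells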
MT stabilizer Hoechst-high %: also measured in MT stabilizer; calls as there; % Hoechst-high responders; measured here: nuclear condensation Hoechst responders;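 share of cells brighter than vehicle mean plus two SD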
MT stabilizer cytotoxicity %: recorded beside MT stabilizer, whose call it bears; toxicity, %; measured here: cytotoxicity by cell density;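 0% = mean cell density of plate MIN control wells and 100% = no cells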
Autophagy mod cell loss 18 h: also measured in Autophagy mod; calls as there; toxicity, %; measured here: cell loss, nuclei count;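 cell loss after 18 h compound exposure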
Myeloid diff MLP GFP+ MAC1+ %: recorded beside Myeloid diff MLP, whose call it bears; GFP+ MAC1+ double positive, %; measured here: differentiation confirmed by MAC1 staining
Starred values were filed as active, the others as inactive.

Screening CCn1c2ccccc2c2nnc(SCCCn3c(=O)[nH]c4ccccc43)nc21 returned West Nile virus CPE 0.5%, Ins promoter up 0.85, Autophagy mod inactive, Myeloid diff MLP inactive, MT stabilizer 4.9, WT yeast gro inh 11, T cell HTS inactive, b-catenin transl -2.4, WT yeast gro inh mutant strain 23, Ins promoter up cell count 1306, b-catenin transl cell count 5 µM 1146, T cell HTS vesicle-bound % 10, MT stabilizer Hoechst-high % 3.6, MT stabilizer cytotoxicity % 3.0, Autophagy mod cell loss 18 h 8 and Myeloid diff MLP GFP+ MAC1+ % 1.1.
Screening CC(=O)Nc1sc(N/N=C\c2ccco2)nc1-c1cccs1 returned West Nile virus CPE 1.0%, Ins promoter up -0.22, Autophagy mod inactive, Myeloid diff MLP inactive, MT stabilizer 3.3, WT yeast gro inh -7, T cell HTS inactive, Hep lipid drop -14, b-catenin transl -0.5, WT yeast gro inh mutant strain 4, Ins promoter up cell count 1163, Hep lipid drop cells 6.5 µM 690, b-catenin transl cell count 5 µM 1044, T cell HTS vesicle-bound % 50, MT stabilizer Hoechst-high % 2.7, MT stabilizer cytotoxicity % 5.6, Autophagy mod cell loss 18 h 4 and Myeloid diff MLP GFP+ MAC1+ % 1.3.
For COc1ccc(-c2nc(N)n(C(=O)c3cccs3)n2)cc1 the results were West Nile virus CPE -0.2%, Autophagy mod inactive, Myeloid diff MLP inactive, MT stabilizer 2.4, WT yeast gro inh -6, T cell HTS inactive, Hep lipid drop 14, b-catenin transl -0.8, WT yeast gro inh mutant strain -8, Hep lipid drop cells 6.5 µM 726, b-catenin transl cell count 5 µM 1073, T cell HTS vesicle-bound % 51, MT stabilizer Hoechst-high % 2.2, MT stabilizer cytotoxicity % 6.9, Autophagy mod cell loss 18 h -9 and Myeloid diff MLP GFP+ MAC1+ % 1.1.
`COc1ccc(C2=NCN(c3ccc(C)cc3)C(=S)N2)cc1` gave West Nile virus CPE 0.0%, Ins promoter up -0.21, Autophagy mod inactive, Myeloid diff MLP inactive, MT stabilizer 1.9, WT yeast gro inh -4, T cell HTS inactive, Hep lipid drop 11, WT yeast gro inh mutant strain -7, Ins promoter up cell count 936, Hep lipid drop cells 6.5 µM 757, T cell HTS vesicle-bound % 43, MT stabilizer Hoechst-high % 1.4, MT stabilizer cytotoxicity % 6.3, Autophagy mod cell loss 18 h 28 and Myeloid diff MLP GFP+ MAC1+ % 0.7.
`COc1cc2c(cc1NC(=O)CSc1nc3ccc(C)cc3[nH]1)oc1ccccc12` gave West Nile virus CPE -0.3%, Ins promoter up 0.09, Autophagy mod inactive, MT stabilizer 1.8, WT yeast gro inh 14, T cell HTS inactive, Hep lipid drop 52*, b-catenin transl -1.4, WT yeast gro inh mutant strain -32, Ins promoter up cell count 1202, Hep lipid drop cells 6.5 µM 648*, b-catenin transl cell count 5 µM 988, T cell HTS vesicle-bound % 30, MT stabilizer Hoechst-high % 1.8, MT stabilizer cytotoxicity % 8.0 and Autophagy mod cell loss 18 h 10.
Screening CC(C)c1ccc(NC(=O)N2CCC(c3nc4ccccc4o3)CC2)cc1 returned West Nile virus CPE -0.1%, Ins promoter up 0.13, Autophagy mod inactive, Myeloid diff MLP inactive, MT stabilizer 1.7, WT yeast gro inh -4, T cell HTS inactive, b-catenin transl -5.1, WT yeast gro inh mutant strain -5, Ins promoter up cell count 1033, b-catenin transl cell count 5 µM 1021, T cell HTS vesicle-bound % 37, MT stabilizer Hoechst-high % 1.1, MT stabilizer cytotoxicity % 5.9, Autophagy mod cell loss 18 h -4 and Myeloid diff MLP GFP+ MAC1+ % 4.6.
`Cc1ccc(NC(=O)c2ccc(C)c(NC3=NC4CS(=O)(=O)CC4S3)c2)cc1C` (stereo not drawn) gave West Nile virus CPE 0.0%, Myeloid diff MLP inactive, T cell HTS inactive, Hep lipid drop 0, Hep lipid drop cells 6.5 µM 740, T cell HTS vesicle-bound % 22 and Myeloid diff MLP GFP+ MAC1+ % 3.4.
Cc1cc(C(C)(C)C)cc(S(=O)(=O)NCCc2ccncc2)c1C was read as West Nile virus CPE -1.3%, Myeloid diff MLP inactive, T cell HTS inactive, Hep lipid drop -10, Hep lipid drop cells 6.5 µM 791, T cell HTS vesicle-bound % 11 and Myeloid diff MLP GFP+ MAC1+ % 0.9.
CCOc1ccc(NC(=O)c2sc3nc(C)nc(N4CCOCC4)c3c2C)cc1 was read as West Nile virus CPE 0.4%, Myeloid diff MLP inactive, T cell HTS inactive, Hep lipid drop 6, Hep lipid drop cells 6.5 µM 702, T cell HTS vesicle-bound % 33 and Myeloid diff MLP GFP+ MAC1+ % 0.9.
COc1cccc(-c2ccc3c(N)c(C(=O)NC4CC4)sc3n2)c1 was read as West Nile virus CPE 0.3%, Ins promoter up -0.98, Myeloid diff MLP inactive, T cell HTS inactive, Hep lipid drop 2, b-catenin transl -1.6, Ins promoter up cell count 1020, Hep lipid drop cells 6.5 µM 750, b-catenin transl cell count 5 µM 1359, T cell HTS vesicle-bound % 22 and Myeloid diff MLP GFP+ MAC1+ % 0.7.
Screening OCCN1CCN(CC(O)COc2ccc(-c3ccccc3)cc2)CC1 (stereo not drawn) returned West Nile virus CPE 0.3%, Ins promoter up -1.1, Autophagy mod inactive, Myeloid diff MLP inactive, MT stabilizer 1.7, WT yeast gro inh 40, T cell HTS inactive, Hep lipid drop 15, b-catenin transl 3.6, WT yeast gro inh mutant strain 0, Ins promoter up cell count 885, Hep lipid drop cells 6.5 µM 766, b-catenin transl cell count 5 µM 1198, T cell HTS vesicle-bound % 44, MT stabilizer Hoechst-high % 0.7, MT stabilizer cytotoxicity % 6.3, Autophagy mod cell loss 18 h -8 and Myeloid diff MLP GFP+ MAC1+ % 0.6.
`CN(C)c1ccc(/C=N/NC(=O)c2nnn(-c3nonc3N)c2COc2ccc(F)cc2)cc1` gave West Nile virus CPE 0.1%, Ins promoter up 1.3, Myeloid diff MLP inactive, T cell HTS inactive, Hep lipid drop -4, b-catenin transl -0.1, Ins promoter up cell count 1002, Hep lipid drop cells 6.5 µM 713, b-catenin transl cell count 5 µM 1236, T cell HTS vesicle-bound % 46 and Myeloid diff MLP GFP+ MAC1+ % 0.4.
`CCCCOc1ccc(/C(O)=C2/C(=O)C(=O)N(Cc3cccnc3)C2c2ccncc2)c(C)c1` (stereo not drawn) gave West Nile virus CPE -1.1%, Ins promoter up 0.68, Autophagy mod inactive, Myeloid diff MLP inactive, MT stabilizer 2.7, WT yeast gro inh -11, T cell HTS inactive, Hep lipid drop 2, b-catenin transl -0.4, WT yeast gro inh mutant strain -9, Ins promoter up cell count 1289, Hep lipid drop cells 6.5 µM 702, b-catenin transl cell count 5 µM 551, T cell HTS vesicle-bound % 10, MT stabilizer Hoechst-high % 3.4, MT stabilizer cytotoxicity % 7.3, Autophagy mod cell loss 18 h 10 and Myeloid diff MLP GFP+ MAC1+ % 1.6.
For COCCSc1ccccc1C(=O)N1CCN(Cc2ccccc2)CC1 the results were West Nile virus CPE -0.6%, Ins promoter up -0.69, Autophagy mod inactive, Myeloid diff MLP inactive, MT stabilizer 1.0, WT yeast gro inh -2, T cell HTS inactive, Hep lipid drop 7, b-catenin transl 0.4, WT yeast gro inh mutant strain -5, Ins promoter up cell count 1253, Hep lipid drop cells 6.5 µM 744, b-catenin transl cell count 5 µM 1116, T cell HTS vesicle-bound % 18, MT stabilizer Hoechst-high % 1.0, MT stabilizer cytotoxicity % 6.8, Autophagy mod cell loss 18 h -1 and Myeloid diff MLP GFP+ MAC1+ % 0.4.
For O=[N+]([O-])c1ccc(N/N=C/c2cn(Cc3ccc(F)cc3)c3ccccc23)nc1 the results were West Nile virus CPE 0.0%, Autophagy mod active, Myeloid diff MLP active, MT stabilizer 5.1, WT yeast gro inh -19, T cell HTS inactive, Hep lipid drop 7, b-catenin transl -0.4, WT yeast gro inh mutant strain -15, Hep lipid drop cells 6.5 µM 570, b-catenin transl cell count 5 µM 1035, T cell HTS vesicle-bound % 47, MT stabilizer Hoechst-high % 1.5, MT stabilizer cytotoxicity % 7.4, Autophagy mod cell loss 18 h 31* and Myeloid diff MLP GFP+ MAC1+ % 3.1*.

2 records picked at random from the list so far, as already listed:
For COCCSc1ccccc1C(=O)N1CCN(Cc2ccccc2)CC1 the results were West Nile virus CPE -0.6%, Ins promoter up -0.69, Autophagy mod inactive, Myeloid diff MLP inactive, MT stabilizer 1.0, WT yeast gro inh -2, T cell HTS inactive, Hep lipid drop 7, b-catenin transl 0.4, WT yeast gro inh mutant strain -5, Ins promoter up cell count 1253, Hep lipid drop cells 6.5 µM 744, b-catenin transl cell count 5 µM 1116, T cell HTS vesicle-bound % 18, MT stabilizer Hoechst-high % 1.0, MT stabilizer cytotoxicity % 6.8, Autophagy mod cell loss 18 h -1 and Myeloid diff MLP GFP+ MAC1+ % 0.4.
`Cc1ccc(NC(=O)c2ccc(C)c(NC3=NC4CS(=O)(=O)CC4S3)c2)cc1C` (stereo not drawn) gave West Nile virus CPE 0.0%, Myeloid diff MLP inactive, T cell HTS inactive, Hep lipid drop 0, Hep lipid drop cells 6.5 µM 740, T cell HTS vesicle-bound % 22 and Myeloid diff MLP GFP+ MAC1+ % 3.4.
